bIAP inhibitor – blocks bovine intestinal alkaline phosphatase activity | purified bovine IAP, CDP-star luminescence, 30 min | inhibition, % at 20 µM | 190,000 tested, under 10 active | AID 1019;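 active means over 50% inhibition of intestinal alkaline phosphatase at 20 µM in the single-dose screen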
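System: Purified bovine intestinal alkaline phosphatase (IAP) enzyme | Input: IAP diluted 1/65,000,000 in the well | Also added: CDP-star chemiluminescent phosphatase substrate, 30 µM final | Dosing: 20 µM single dose | Times: Enzyme reaction for 30 min at room temperature | Detection: Luminescence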
TNAP inh noacc – TNAP (human) inhibition, acceptor-free conditions | P05186 | purified TNAP, CDP-star luminescence, 30 min | inhibition, % at 20 µM | hit rate 0.26% among 200,000;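 active means tissue-nonspecific alkaline phosphatase inhibition above about 50% at 20 µM in the single-dose screen, limit read from the data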;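 further: 0% = DMSO negative control and 100% = EDTA positive control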
Target sequence (P05186 whole entry, looked up): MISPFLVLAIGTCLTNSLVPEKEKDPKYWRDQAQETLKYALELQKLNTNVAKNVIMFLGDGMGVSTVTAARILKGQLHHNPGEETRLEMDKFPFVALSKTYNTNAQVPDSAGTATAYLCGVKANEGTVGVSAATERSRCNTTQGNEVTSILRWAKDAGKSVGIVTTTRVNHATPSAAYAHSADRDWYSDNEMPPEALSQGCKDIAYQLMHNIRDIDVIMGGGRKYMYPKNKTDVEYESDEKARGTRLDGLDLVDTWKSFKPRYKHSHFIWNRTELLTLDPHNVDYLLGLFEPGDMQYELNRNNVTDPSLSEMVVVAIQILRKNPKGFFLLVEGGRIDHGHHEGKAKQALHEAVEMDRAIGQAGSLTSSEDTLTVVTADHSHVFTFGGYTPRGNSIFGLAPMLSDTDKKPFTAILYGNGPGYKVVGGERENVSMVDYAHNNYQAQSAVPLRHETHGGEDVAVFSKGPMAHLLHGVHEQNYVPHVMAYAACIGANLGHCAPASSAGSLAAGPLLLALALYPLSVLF
PMI act satM6P – activators of human phosphomannose isomerase at near-saturating mannose 6-phosphate. AID 1216. hit rate 0.34% among 190,000. P34949. coupled PMI enzyme assay, resazurin fluorescence, 20 min; active compounds read high; 1 = untreated enzyme, 0 = substrate-free blank. activation factor at 20 µM;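 active means activation factor of 2 or more at 20 µM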
Target sequence (P34949 whole entry, looked up): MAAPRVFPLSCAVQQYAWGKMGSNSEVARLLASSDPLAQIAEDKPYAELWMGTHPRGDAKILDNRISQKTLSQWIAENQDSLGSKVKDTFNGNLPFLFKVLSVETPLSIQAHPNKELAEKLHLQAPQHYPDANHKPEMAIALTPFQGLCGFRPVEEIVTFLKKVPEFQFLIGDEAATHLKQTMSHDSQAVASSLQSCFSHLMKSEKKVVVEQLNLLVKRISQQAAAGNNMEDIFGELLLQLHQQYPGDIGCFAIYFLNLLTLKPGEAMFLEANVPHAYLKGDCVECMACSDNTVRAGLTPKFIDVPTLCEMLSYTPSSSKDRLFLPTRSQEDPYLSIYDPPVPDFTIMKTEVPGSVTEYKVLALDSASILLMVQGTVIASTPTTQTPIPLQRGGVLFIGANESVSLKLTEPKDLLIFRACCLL
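Material: human phosphomannose isomerase with PGI, G6PDH, diaphorase coupling enzymes. Quantity: 15 ng/mL PMI. Medium: HEPES pH 7.4 buffer with MgCl2 and Tween-20. Reagent: Near-saturating mannose-6-phosphate, 1.0 mM. Compound: 20 µM single dose. Times: enzyme reaction with compound 20 min at room temperature. Detection: resorufin fluorescence at Ex 544/Em 590 nm.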
PMI act – activators of human phosphomannose isomerase; hit rate 0.005% among 190,000; purified human PMI, coupled resazurin fluorescence, 20 min; active compounds read high; 1 = vehicle control, 0 substrate-free wells; activation factor at 20 µM; P34949;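 active means activation factor of 2 or more at 20 µM, relative to plate controls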
Diaphorase inh – counter-screen for diaphorase-based assays: diaphorase inhibitors and chemical oxidizers; diaphorase resazurin-to-resorufin fluorescence, NADH, 16 min; bacterial (C. kluyveri) enzyme, not human; inhibition, % at 20 µM; hit rate 0.69% among 190,000; AID 1217;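 active means primary screen inhibition at 20 µM above a set limit, cut at about 50% in these data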;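 further: plate controls were DMSO with full reaction for no effect and wells lacking NADH for full effect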
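System: Diaphorase enzyme from Clostridium kluyveri | Amount: Enzyme working solution with 0.14 U/mL diaphorase | Benchmarks: No-NADH positive control and DMSO neutral control | Signal: Fluorescence of resorufin formed from resazurin, Ex 544/Em 590 nm | Schedule: 16-min room-temperature incubation before reading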
TNAP inh hi DEA – inhibitors of human TNAP at high phosphate acceptor concentration | hit rate 0.03% among 200,000 | inhibition, % at 20 µM | purified TNAP, CDP-star luminescence, 1 M DEA;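 active means over 50% inhibition of tissue-nonspecific alkaline phosphatase at 20 µM in the single-dose screen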;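 further: plate controls were DMSO wells for no effect and EDTA-quenched wells as full inhibition for full effect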
bIAP activator – intestinal alkaline phosphatase (bovine) activation. purified bovine IAP, CDP-star luminescence, 30 min; active compounds read high; fold of DMSO-control signal, blank-subtracted. activation factor at 20 µM. hit rate 0.17% among 200,000. AID 1016;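 active means activation factor of 2 or more at 20 µM, a signal rise over negative controls twice the positive control's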
Lmaj promast – reduces viability of Leishmania major promastigotes | resazurin fluorescence viability | inhibition, % at 10 µM | hit rate 9% among 200,000 | AID 1063; in the data active means inhibition above about 50%;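 further: promastigotes grown with compound for 44 hours at 28 °C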
TNAP act hi DEA – increases human TNAP activity under high phosphate acceptor concentration. activation factor at 20 µM. purified TNAP, CDP-star luminescence, 1 M DEA, 30 min; active compounds read high; 0 = EDTA background, 1 = DMSO-only activity. AID 1136. P05186. 200,000 tested, under 10 active;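 active means activation factor at least 2 at 20 µM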
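Dosing: 20 µM single point. System: human TNAP. Amount: TNAP 1/800 final. Incubation: 30 min, room temperature. Read-out: TNAP activation factor scaled between EDTA and DMSO control wells. Signal: luminescence from CDP-star hydrolysis. Medium: 1 M DEA, pH 9.8, Mg2+, Zn2+. Control set: EDTA negative control, DMSO positive control.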
Diaphorase act – activates diaphorase or chemically reduces, flagging diaphorase assay artifacts. Diaphorase/resazurin coupled assay, resorufin fluorescence, 16 min; active compounds read high; 1 = vehicle wells, 0 = NADH-free wells. activation factor at 20 µM. hit rate 0.005% among 190,000. AID 1229;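 active means diaphorase activity raised at least twofold by the compound at 20 µM; inactive means activation factor below 2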
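Material: Purified diaphorase enzyme from Clostridium kluyveri | Buffer or medium: 50 mM HEPES pH 7.4 with 4.542 mM MgCl2, 0.005% Tween 20 | Times: 16 min enzyme reaction, ambient temperature | Signal: Red resorufin fluorescence at 544/590 nm excitation/emission | Measure: Increased resorufin signal from activators or reducing compounds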
* hit, by the source's call; / = not tested or not shown.

SMILES | bIAP inhibitor | TNAP inh noacc | PMI act satM6P | PMI act | Diaphorase inh | TNAP inh hi DEA | bIAP activator | Lmaj promast | TNAP act hi DEA | Diaphorase act
Cc1cccc(CCNC(=O)CCc2nc(-c3ccccc3F)no2)c1 | 14 | -15 | 1 | 0.9 | 21 | -6 | 0.9 | -2 | 1.1 | 0.8
CCOc1ccc(-c2cc(CCCC(=O)NCc3ccco3)no2)cc1 | 9 | -14 | 1 | 1 | 14 | -1 | 0.9 | -4 | 1 | 0.9
CC(=O)OCC(=O)Nc1cc(S(=O)(=O)N2CCCCCC2)ccc1Cl | -10 | -9 | 1 | 1 | 1 | 0 | 1.1 | -5 | 1 | 1
COc1ccc(-c2cc(-c3cc(OC)ccc3O)[nH]n2)cc1 | -14 | -54 | 1 | 1 | 4 | -5 | 1.1 | 91* | 1 | 1
CCn1c(COc2cccc(C)c2)nnc1SCC(=O)N1CCCC1 | -6 | 6 | 1.1 | 1.1 | -15 | -12 | 1.1 | 5 | 1.1 | 1.2
CN1/C(=C\C(=O)c2cccs2)C(C)(C)c2ccccc21 | 16 | -6 | 0.9 | 0.8 | 18 | 0 | 0.8 | 22 | 1 | 0.8
CN(C(=O)CSc1nnc(Nc2ccccc2)s1)c1c(N)n(Cc2ccccc2)c(=O)[nH]c1=O | -18 | -3 | 1 | 0.9 | 14 | -6 | 1.2 | 4 | 1.1 | 0.9
CSC1=C(C#N)C2(CCCC2)C(C#N)=C(N)N1 | 9 | -9 | 0.9 | 1 | 24 | -2 | 0.9 | 1 | 1 | 0.8
Cc1c(NC(=O)Nc2ccc(Cl)c(Cl)c2)c(=O)n(-c2ccccc2)n1C | 13 | -14 | 0.9 | 0.8 | 13 | -4 | 0.9 | -3 | 1 | 0.9
COc1cc(OC)nc(Oc2cc(/C=N/O)ccc2OC)n1 | 11 | -2 | 0.8 | 0.9 | 12 | -4 | 0.9 | -4 | 1 | 0.9
COc1ccc(S(=O)(=O)N2CCC(C(=O)N3CCCC3)CC2)cc1Cl | -2 | -11 | 0.9 | 0.8 | 19 | -3 | 1 | -3 | 1 | 0.8
O=C1OCCC1Sc1nnc(-c2ccc(F)cc2)n1Cc1ccccc1 (centres undefined) | 14 | -9 | 1 | 1.1 | 11 | -3 | 0.9 | 1 | 1 | 0.9
CCC(=O)Nc1nc(C)c(-c2csc(Nc3cccc(C(=O)O)c3)n2)s1 | -17 | -5 | 0.6 | 0.8 | 10 | -1 | 1.2 | -5 | 1 | 0.9
OCCC1CN(Cc2cccnc2)CCN1CCc1ccccc1 (centres undefined) | 4 | -8 | 1.1 | 1 | -12 | -3 | 1 | 9 | 1 | 1.1
O=C(Cn1nc(C(=O)O)c2ccccc2c1=O)NCCC1=CCCCC1 | 2 | -10 | 0.9 | 0.9 | 16 | -4 | 1 | -11 | 1 | 0.8

Ordered by the number under bIAP activator (rising): 3 of the compounds above.
Structure | bIAP inhibitor | TNAP inh noacc | PMI act satM6P | PMI act | TNAP inh hi DEA | bIAP activator | TNAP act hi DEA | Diaphorase act
Cc1c(NC(=O)Nc2ccc(Cl)c(Cl)c2)c(=O)n(-c2ccccc2)n1C | 13 | -14 | 0.9 | 0.8 | -4 | 0.9 | 1 | 0.9
COc1ccc(S(=O)(=O)N2CCC(C(=O)N3CCCC3)CC2)cc1Cl | -2 | -11 | 0.9 | 0.8 | -3 | 1 | 1 | 0.8
CCC(=O)Nc1nc(C)c(-c2csc(Nc3cccc(C(=O)O)c3)n2)s1 | -17 | -5 | 0.6 | 0.8 | -1 | 1.2 | 1 | 0.9

Next part
SMILES | bIAP inhibitor | TNAP inh noacc | PMI act satM6P | PMI act | Diaphorase inh | TNAP inh hi DEA | bIAP activator | Lmaj promast | TNAP act hi DEA | Diaphorase act
COc1ccc(NC(=O)CCSc2nnnn2C)cc1 | 0 | -7 | 0.9 | 0.9 | 7 | -2 | 1 | 3 | 1 | 0.9
Cc1ccc(-n2c(SCC(=O)Nc3ccc4c(c3)OCCO4)nnc2-c2ccco2)cc1 | 6 | -8 | 0.9 | 0.8 | 28 | -8 | 0.9 | -6 | 1.1 | 0.7
CCc1nn(CC(=O)NCCCN(CC)c2cccc(C)c2)c(=O)c2cc3occc3n12 | -11 | -15 | 0.9 | 1 | 8 | 0 | 1.1 | -3 | 1 | 0.9
CCCCC(=O)NC(c1cccs1)c1cc(Cl)c2cccnc2c1O (centres undefined) | -2 | -10 | 0.9 | 1.2 | -6 | -4 | 1 | 98* | 1 | 1.1
COc1ccc(C2=NN(C(=O)CCC(=O)O)C(c3cccs3)C2)cc1OC (centres undefined) | 3 | -7 | 1 | 0.9 | 12 | -2 | 1 | -6 | 1 | 0.9
COc1cccc(C2C(C(=O)c3sc(C)nc3C)=C(O)C(=O)N2CCN(C)C)c1OC (centres undefined) | 2 | -13 | 1.1 | 1 | 10 | -7 | 1 | / | 1.1 | 0.9
Nc1nc(-c2ccc(Cl)cc2)nn1C(=O)c1cccnc1 | 16 | 58* | 0.9 | 0.9 | 10 | -2 | 0.8 | -5 | 1 | 0.9
CCCc1cc(C(=O)Nc2nnc(C)s2)cs1 | 13 | -5 | 1 | 0.9 | 8 | 1 | 0.9 | -5 | 1 | 0.9
CCOC(=O)C1=C(C)NC(=S)NC1c1ccc(OC(=O)c2ccco2)cc1 (centres undefined) | -36 | 0 | 0.9 | 0.9 | 21 | -5 | 1.4 | 22 | 1 | 0.8
O=C(Nc1ccc2ccccc2c1)/C(=C/c1cccc(Br)c1)NC(=O)c1ccco1 | -3 | -4 | 0.8 | 0.8 | 21 | -8 | 1 | 76* | 1.1 | 0.8
O=C(NCc1cn2ccsc2n1)Nc1ccc(Cl)cc1 | 10 | -8 | 0.9 | 0.9 | 15 | -5 | 0.9 | -6 | 1.1 | 0.9
O=C(COc1ccc(Cl)cc1)N1CCN(c2cccc(C(F)(F)F)c2)CC1 | 10 | -9 | 1 | 1 | 13 | -10 | 0.9 | 2 | 1.1 | 0.9
Fc1ccc(/C=C/c2nnc(-c3cccs3)o2)cc1 | 7 | -15 | 0.8 | 0.9 | 23 | 3 | 0.9 | -5 | 1 | 0.8
O=c1[nH]c(SCc2nc3ccccc3n2Cc2ccccc2)nc2ccccc12 | -10 | -17 | 1 | 0.9 | 2 | -2 | 1.1 | 5 | 1 | 1
N#C/C=C1\Sc2ccccc2C(=O)N1CC(=O)N1CCN(S(=O)(=O)c2ccccc2)CC1 | 10 | -15 | 1 | 1 | 30 | -9 | 0.9 | -4 | 1.1 | 0.7

Overlap with the part before: three entries, followed by the next part.
SMILES | bIAP inhibitor | TNAP inh noacc | PMI act satM6P | PMI act | Diaphorase inh | TNAP inh hi DEA | bIAP activator | Lmaj promast | TNAP act hi DEA | Diaphorase act
Fc1ccc(/C=C/c2nnc(-c3cccs3)o2)cc1 | 7 | -15 | 0.8 | 0.9 | 23 | 3 | 0.9 | -5 | 1 | 0.8
O=c1[nH]c(SCc2nc3ccccc3n2Cc2ccccc2)nc2ccccc12 | -10 | -17 | 1 | 0.9 | 2 | -2 | 1.1 | 5 | 1 | 1
N#C/C=C1\Sc2ccccc2C(=O)N1CC(=O)N1CCN(S(=O)(=O)c2ccccc2)CC1 | 10 | -15 | 1 | 1 | 30 | -9 | 0.9 | -4 | 1.1 | 0.7
CSc1ccc(/C=C/C(=O)NC23CC4CC(CC(C4)C2)C3)cc1 | 25 | -12 | 1 | 1 | 1 | -7 | 0.7 | -3 | 1.1 | 1
Cc1ccc(NC(=O)CC2S/C(=N/N=C/c3ccco3)NC2=O)cc1Cl (centres undefined) | 7 | -3 | 0.8 | 1 | -2 | 0 | 0.9 | 9 | 1 | 1
CC(=O)Nc1nc2c(ncn2COCCOC(C)=O)c(=O)[nH]1 | 11 | -14 | 1 | 1 | 8 | -3 | 0.9 | -6 | 1 | 0.9
COC(=O)c1ccc(Cn2cnc3c(cnn3-c3ccc(Cl)cc3)c2=O)o1 | -1 | -10 | 1 | 1 | 6 | -5 | 1 | -5 | 1 | 0.9
Oc1c(Cl)cc(Cl)cc1Sc1cc(Cl)cc(Cl)c1O | -19 | 2 | 1.2 | 1.1 | 38 | -2 | 1.2 | -9 | 1 | 0.6
COc1ccc(C(=O)CCN2CCCCCC2)cc1 | 8 | -13 | 0.7 | 0.7 | 7 | -8 | 0.9 | 85* | 1.1 | 0.9
CCOc1ccc2nc(NC(=S)NCc3ccccc3)sc2c1 | 23 | -23 | 1 | 1 | 8 | -6 | 0.8 | 5 | 1.1 | 0.9
c1ccc(-n2nnnc2SCc2cn3cccnc3n2)cc1 | 9 | -8 | 0.9 | 0.9 | 11 | 1 | 0.9 | -3 | 1 | 0.9
COc1ccc(CCNC(=O)CSc2nc3[nH]ncc3c(=O)n2-c2ccc(C)c(Cl)c2)cc1OC | 36 | -14 | 1 | 1 | 23 | -5 | 0.6 | 24 | 1 | 0.8
CCc1nnc(NS(=O)(=O)c2ccc(NC(=S)NC(=O)/C=C/c3ccc(OC)cc3)cc2)s1 | 8 | 1 | 0.9 | 0.7 | 15 | 4 | 0.9 | -8 | 1 | 0.8
O=C([C@H](Cc1ccccc1)NS(=O)(=O)c1ccc(Cl)cc1)N1CC[C@@]2(O)CCCC[C@H]2C1 | -5 | -6 | 1 | 1 | 0 | -2 | 1 | 13 | 1 | 1
CN(Cc1cn(-c2ccccc2)nc1-c1ccc(Cl)cc1)C(=O)CCC(=O)O | 2 | -9 | 1 | 1 | 16 | -6 | 1 | 3 | 1.1 | 0.8
COc1ccc(C2OCC3(CO2)SC(=O)NC3=O)cc1OC (centres undefined) | 4 | -20 | 1.1 | 1.1 | 8 | -7 | 1 | -8 | 1.1 | 0.9
CCc1cc2c(-c3ccccc3)cc(=O)oc2c(CN2CCOCC2)c1O | 6 | -15 | 0.9 | 1 | 24 | -6 | 0.9 | 6 | 1.1 | 0.8
c1ccc2sc(NC3=NCN(CC4CCCO4)CN3)nc2c1 (centres undefined) | -11 | -16 | 1.1 | 1.1 | -3 | 1 | 1.1 | -3 | 1 | 1
CCC1S/C(=C(\C#N)C(=O)NCc2ccco2)N(c2ccc(Br)cc2)C1=O (centres undefined) | 5 | -13 | 1 | 0.9 | 19 | -8 | 0.9 | -4 | 1.1 | 0.8
